# AID2073: disruptors of CaV2.2 binding to Mint1 – biochemical, HTRF (AID 2073); HTRF protein-protein interaction, Mint1-CaV2.2; higher % means a stronger effect; inhibition, % at 20 µM; hits with a dose series show IC50 in µM; hit rate 0.19% among 290,000; in the data active means inhibition mostly above about 51%, no sharp cut-off; inconclusive means no clear call, values can overlap the other calls; inactive means mostly below about 53%; further: some results filed as inactive read as strong as hits
# UTI89 phage lysis: inhibition of K1F phage lysis, E. coli UTI89, bacterial capsule biogenesis inhibitors, alamar blue (AID 488966). one-dose inhibition, % at 100 µM; IC50 in µM for titrated hits. E. coli UTI89 K1F phage lysis, alamar blue, 2 h; higher % means a stronger effect. hit rate 0.02% among 340,000;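 active means phage lysis inhibition, versus mean bacterial control, above a set limit; inconclusive means no clear call, values can overlap the other calls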;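 further: capsule biogenesis inhibitors block K1F phage lysis so surviving cells raise fluorescence; higher fluorescence means more inhibition of phage lysis; actives were called in the ten point dose series up to 300 µM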
# Rac1 GTP hydrolysis: MgcRacGAP GTPase-activating activity inhibitors, confirmation, biochemical, ADP Hunter fluorescence; MgcRacGAP-stimulated Rac1 GTP hydrolysis, ADP Hunter fluorescence; higher % means a stronger effect; GST-tagged Rac1 F28L mutant substrate; inhibition, % at 30 µM, or IC50 in µM where a hit was titrated; hit rate 0.6% among 340,000; AID 624330;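 active means first-screen hits whose inhibition reached a set limit at any dose in the follow-up dose series; inconclusive means inhibition above the set first-screen limit but never retested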;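 further: fluorescence reports GDP produced by GAP-driven GTP hydrolysis; strong numbers were not always called active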
# NS5 inhibitors: Dengue-2 NS5 methyltransferase inhibitors, primary screen, biochemical, confirmation dose response (AID 588689) | Dengue-2 NS5 methyltransferase capping enzyme assay, biochemical; higher % means a stronger effect | one-dose inhibition, % at 25 µM; IC50 in µM for titrated hits | hit rate 0.3% among 340,000; in the data active means a potency from the dose series; inconclusive means inhibition above about 29% without an active follow-up result
# RSV antiviral HEp-2: RSV antiviral activity via CPE protection, HEp-2 cells, primary 10 µM value included (AID 2391) | hit rate 0.13% among 310,000 | CPE inhibition, % at 10 µM; hits with a dose series show IC50 in µM | HEp-2 cells, RSV-induced CPE inhibition; higher % means a stronger effect; in the data active means a potency from the dose series; inconclusive means CPE inhibition mostly from about 23% at the one dose, without a potency; inactive means the rest, 99 in 100 with CPE inhibition below about 21%; further: strong numbers were not always called active
# West Nile virus CPE: West Nile virus antiviral activity, cell-based, CPE readout (AID 1621); West Nile virus-infected cells, CPE inhibition; higher % means a stronger effect; one-dose CPE inhibition, % at 10 µM; IC50 in µM for titrated hits; hit rate 0.02% among 290,000; in the data active means a potency from the dose series; inconclusive means CPE inhibition mostly from about 3.7% at the one dose, without a potency; inactive means the rest, 99 in 100 with CPE inhibition below about 2.2%; further: strong numbers were not always called active
# Siah-1 displacement: Siah-1 peptide-binding antagonists, primary screen, biochemical, fluorescence polarization, rhodamine-plectin, uHTS (AID 1817); Siah-1 / rhodamine-plectin peptide fluorescence polarization; higher % means a stronger effect; displacement, % at 20 µM, or IC50 in µM where a hit was titrated; hit rate 0.02% among 290,000;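 active means displacement of at least 50% at 20 µM, with a fluorescence ratio check between 0.3 and a set limit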;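 further: plate controls were Siah plus tracer with DMSO for no effect and tracer alone without Siah for full effect; strong numbers were not always called active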
# Large T inhibition: SV40 large T antigen inhibitors, biochemical (AID 1903); hit rate 0.39% among 310,000; inhibition, % at 20 µM; hits with a dose series show IC50 in µM; SV40 large T antigen ATPase/helicase inhibition assay; higher % means a stronger effect; in the data active means a potency from the dose series; inconclusive means inhibition mostly from about 32% at the one dose, without a potency; inactive means the rest, 99 in 100 with inhibition below about 32%; further: strong numbers were not always called active
# NTR1 agonist: NTR1-driven beta-arrestin-GFP spot formation – imaging, U2OS cells, high content, primary screen (AID 493036) | P30989 | agonist mode | hit rate 0.17% among 330,000 | activation, % at 20 µM;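 active means activation at or above 40% of the spot to cytoplasm intensity ratio, with at least 20 cells analyzed; inconclusive means wells under 20 cells, flagged as cytotoxic or low count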;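 further: 0% = DMSO without peptide and 100% = 100 nM NTR1 peptide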
# Target sequence (P30989 whole entry, looked up): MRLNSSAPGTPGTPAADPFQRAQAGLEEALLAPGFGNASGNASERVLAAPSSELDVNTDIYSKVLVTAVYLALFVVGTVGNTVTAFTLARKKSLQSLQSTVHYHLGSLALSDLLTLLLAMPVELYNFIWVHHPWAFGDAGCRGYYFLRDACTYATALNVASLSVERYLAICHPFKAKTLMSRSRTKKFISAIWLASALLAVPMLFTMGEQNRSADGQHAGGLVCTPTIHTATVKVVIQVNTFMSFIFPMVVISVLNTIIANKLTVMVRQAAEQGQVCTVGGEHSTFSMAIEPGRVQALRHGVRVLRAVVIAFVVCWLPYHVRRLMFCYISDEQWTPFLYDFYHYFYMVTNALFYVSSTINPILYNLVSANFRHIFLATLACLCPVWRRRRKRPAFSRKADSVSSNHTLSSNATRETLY
# NTR1 agonist cell count 20 µM: also measured in NTR1 agonist; calls as there; cell count; measured here: cell count, cytotoxicity flag
# NS5 inhibitors pilot replicate: recorded beside NS5 inhibitors, whose call it bears; inhibition, %; measured here: pilot screen replicate inhibition
# * = called active by the depositor; ? = inconclusive; / = no result given; [ ] = remark or other dose.
SMILES,AID2073,UTI89 phage lysis,Rac1 GTP hydrolysis,NS5 inhibitors,RSV antiviral HEp-2,West Nile virus CPE,Siah-1 displacement,Large T inhibition,NTR1 agonist,NTR1 agonist cell count 20 µM,others
Cc1cc(NC(=O)c2sc(Nc3ccc(F)cc3)nc2N)no1,-15%,0.5%,4%,-12%,-1.5%,-0.5%,-4%,14%,2.9,39,
O=C(c1ccc(Cn2cc([N+](=O)[O-])cn2)o1)N1CCCC1,5%,0.2%,4%,3%,/,0.3%,-3%,/,-0.6,51,
CC(O)CN1CC(O)=C(c2nc3ccccc3s2)C1=N (stereo unspecified),3%,0.1%,14%,-2%,1.1%,0.1%,6%,23%,-1.7,51,
CN(C)C(=O)CSc1nnc(-c2cc(-c3cccs3)nc3ccccc23)o1,26%,0.9%,10%,-1%,1.1%,0.6%,-4%,11%,6.2,42,
CCS(=O)(=O)N1Cc2ccccc2CC1C(=O)Nc1nnc(SCc2c(Cl)cccc2Cl)s1 (stereo unspecified),22%,-0.7%[50 µM],11%,-10%,11%,-1.0%,7%,9%,3.3,50,
Cn1c(=O)c2c(-c3ccccc3)n(C3CCCCC3)cc2n(C)c1=O,41%,1.4%[50 µM],3%,-3%,-1.3%,0.3%,2%,1%,6.3,64,
CCOC(=O)C1=C(COC(=O)/C=C/c2ccc(O)c(OC)c2)NC(=O)NC1C (stereo unspecified),/,0.2%[50 µM],59µM*,6%,0.0%,/,/,/,0.8,87,
Cc1ccnc(N=Cc2nc(-c3ccccc3Br)oc2O)c1,?,0.4%,3%,-7%,1.8%,0.0%,-5%,-5%,-0.5,92,
COC(=O)/C=C/c1ccc(OC(=O)c2ccncc2)cc1,-9%,-5.8%,30%,-12%,1.6%,0.0%,-1%,36%,3.1,48,
CCOC(=O)N1CCC(NC(=O)c2cc3c(-c4ccccc4F)nn(C)c3s2)CC1,13%,0.2%,4%,-1%,2.5%,0.2%,-1%,2%,-0.9,71,
COc1cc(OC)c(CN2CCC(Cc3ccccc3)CC2)cc1Br,-2%,0.0%,32%,-3%,1.8%,-1.1%,8%,2%,0.9,57,NS5 inhibitors pilot replicate=-4.3
COc1ccc(-c2nc(CS(=O)CC(=O)NCCCN3CCOCC3)c(C)o2)cc1OC (stereo unspecified),2%,0.6%,6%,5%,-0.7%,0.3%,-3%,4%,0.6,70,
O=C(Cn1nnc(-c2ccncc2)n1)Nc1ccc2c(c1)CCC2,16%,-2.1%,2%,-1%,1.8%,-0.3%,-2%,5%,-1.0,85,
O=C1C(Cc2ccccc2O)NC(=S)N1c1ccccc1 (stereo unspecified),-9%,1.5%,10%,-1%,0.5%,1.2%,0%,12%,1.0,72,
Cc1cc(C)cc(C(=O)NC(=S)Nc2ccc3c(c2)OCCO3)c1,-11%,2.0%[50 µM],11%,2%,2.9%,0.1%,2%,-2%,2.7,56,
Cc1c(NC(=O)/C=C/c2cn(-c3ccccc3)nc2-c2ccc(F)cc2)c(=O)n(-c2ccccc2)n1C,/,0.1%,3%,-25%,21%,/,/,/,4.3,59,
O=C(NCCc1ccccc1)C1CC(=O)N(CCc2ccccc2)C1 (stereo unspecified),18%,0.5%,10%,-3%,2.8%,1.3%,-5%,/,-1.0,65,
COC(=O)[C@H](C)NC(=O)Nc1ccc(Oc2ccccc2)cc1,0%,3.9%,3%,-5%,-1.1%,-0.2%,2%,-4%,2.9,39,
COc1ccc(-c2noc(CCC(=O)Nc3ccc4c(c3)OCCO4)n2)cc1,-13%,-0.1%[50 µM],1%,/,16%,1.2%,-6%,5%,-1.1,45,
COc1ccc(CC(=O)Nc2nnc(C(C)C)s2)cc1OC,-7%,0.6%,10%,-3%,3.3%,-0.4%,3%,24%,-0.6,59,
CN(CC(=O)Nc1ccccc1Cl)CC(=O)Nc1cccc2ccccc12,/,0.1%[50 µM],-1%,-9%,/,/,/,/,-0.5,53,
CCc1ccc(S(=O)(=O)N2CCN(c3ccccc3OC)CC2)cc1,2%,1.2%,14%,-4%,1.9%,-1.4%,8%,8%,-0.7,54,
CCOC(=O)c1c(C#N)cnn1-c1ccc(C)cc1,16%,-0.1%,1%,-7%,1.0%,0.1%,2%,6%,-0.1,53,
CC(C)CN1CCNC(=O)C1CC(=O)NCCc1cnn(-c2ccccc2)c1 (stereo unspecified),4%,0.0%,-6%,-12%,0.0%,0.1%,12%,7%,-1.0,31,
Cc1cc(Nc2nc3ccccc3nc2Cl)n(-c2ccccc2)n1,4%,-0.1%,6%,-3%,7.0%,2.1%,1%,/,3.4,57,

# Next section:
SMILES,AID2073,UTI89 phage lysis,Rac1 GTP hydrolysis,NS5 inhibitors,RSV antiviral HEp-2,West Nile virus CPE,Siah-1 displacement,Large T inhibition,NTR1 agonist,NTR1 agonist cell count 20 µM,others
COc1ccc(-c2[nH]n(-c3ccc([N+](=O)[O-])cc3)c(=O)c2C=NCc2ccc(F)cc2)cc1,9%,2.5%,15%,1%,3.7%,-0.5%,0%,4%,2.3,42,
COC(=O)C1=C(C)N(CCCC(=O)O)C(=O)NC1c1cccc2ccccc12 (stereo unspecified),/,2.5%,12%,-1%,1.3%,0.0%,/,7%,5.8,93,
Cn1cc(Cl)c(C(=O)Nc2cnn(Cc3ccc(F)cc3)c2)n1,-6%,1.6%[50 µM],4%,-2%,-0.5%,-0.7%,6%,7%,1.7,36,
O=[N+]([O-])c1cc(-c2nnc(Nc3ccc(O)cc3)c3ccccc23)ccc1N1CCOCC1,3%,1.7%,11%,/,6.6%,11%,-12%,6%,4.6,85,
CCN(CC(=O)Nc1ccc(OC)cc1)C(=O)c1cc([N+](=O)[O-])ccc1N1CCOCC1,/,1.1%[50 µM],7%,-4%,3.2%,/,/,11%,-2.2,52,
COCC(=O)/C=C1\Sc2ccccc2N1C,-21%,-0.4%,4%,-4%,0.8%,-0.1%,0%,13%,-1.3,47,
CC(=O)c1ccc(-n2c(CCC(=O)O)ccc2-c2cccs2)cc1,33%,-1.4%,13%,2%,1.9%,-0.4%,-2%,8%,-1.0,49,
CCCn1c(=N)c(C(=O)NCc2ccc3c(c2)OCO3)cc2c(=O)n3cccc(C)c3nc21,6%,11%,4%,-7%,3.2%,0.9%,-2%,19%,16,51,
OC(CNc1nc2ccccc2s1)c1ccccc1 (stereo unspecified),2%,-0.2%,8%,-7%,2.1%,-0.1%,2%,-6%,1.4,47,
CC(C)(C)NC(=O)CN(Cc1cccnc1)C(=O)c1csnn1,1%,1.2%,9%,-6%,0.2%,-0.8%,0%,9%,-0.5,71,NS5 inhibitors pilot replicate=3.3
O=C(NCc1nc(-c2ccc(C(F)(F)F)cc2)no1)Nc1cc(Cl)cc(Cl)c1,7%,0.7%,10%,-9%,3.3%,?,19%,18%,26,44,
Cc1cc(=O)[nH]c(NN=C2C3CC4CC(C3)CC2C4)n1,6%,0.0%[50 µM],-4%,-3%,2.2%,0.1%,13%,21%,0.9,52,
COc1ccc(CC2(CO)CCN(Cc3cc4ccccc4o3)CC2)cc1,6%,0.4%,6%,-3%,?,-1.1%,-3%,3%,-0.2,58,
CCN(CC)C(=O)c1[nH]cnc1C(=O)NCCCCCNC(=O)OC(C)(C)C,/,1.4%,3%,-3%,0.5%,/,/,/,0.5,61,
Cc1cc(C(=O)COc2ccccc2[N+](=O)[O-])c(C)n1C1CC1,-9%,0.1%,-14%,13%,1.9%,-0.6%,4%,14%,1.2,85,
CC(C)CSc1nnc2[nH]c(=O)cc(N)n12,7%,0.7%,6%,1%,0.9%,0.3%,-7%,11%,2.7,48,
O=C(O)/C=C/c1cn(Cc2ccccc2)nc1-c1ccccc1,-5%,0.1%[50 µM],7%,0%,0.6%,0.5%,4%,-2%,-1.7,46,
O=C(Nc1ccc(Br)cn1)c1ccc2ccccc2c1,8%,0.2%,6%,-2%,1.9%,0.2%,-4%,5%,3.0,73,
O=C(CSc1nnc(COc2ccccc2)n1-c1ccccc1)c1cccs1,-8%,0.1%,15%,-13%,2.1%,-0.5%,-3%,5%,6.1,38,
O=C(N1CCOCC1)N1CCOCC1,6%,0.3%,3%,-7%,1.2%,-0.4%,1%,2%,28,96,NS5 inhibitors pilot replicate=-2.7
CN(C)/C=C/C(=O)c1ccc(Cl)c([N+](=O)[O-])c1,-5%,-1.0%,-8%,5%,-1.1%,-0.4%,2%,11%,-0.9,80,
O=C(O)/C(=C\c1ccc(-c2ccccc2[N+](=O)[O-])o1)c1ccccc1,-24%,-0.1%,11%,25%,2.2%,-0.2%,2%,10%,1.8,75,
c1ccc2c(c1)OCC(c1nnc3n1-c1ccccc1SC3)O2 (stereo unspecified),6%,0.1%,12%,-6%,-0.1%,0.3%,9%,13%,2.7,43,
CCCCCOC(=O)c1ccc(N2C(=O)C3C4C=CC(C4)C3C2=O)cc1 (stereo unspecified),10%,2.4%,5%,-1%,0.5%,0.6%,3%,9%,-0.3,64,
C=CCNC(=S)NNC(=O)c1cccn(Cc2cccc(Cl)c2)c1=O,16%,0.7%,4%,0%,2.1%,-0.9%,-6%,9%,0.9,78,NS5 inhibitors pilot replicate=1.7

# Continuation:
SMILES,AID2073,UTI89 phage lysis,Rac1 GTP hydrolysis,NS5 inhibitors,RSV antiviral HEp-2,West Nile virus CPE,Siah-1 displacement,Large T inhibition,NTR1 agonist,NTR1 agonist cell count 20 µM,others
CN(C)S(=O)(=O)c1ccc(N2CCCC2)c(C(=O)Nc2ccccc2Br)c1,/,0.4%[50 µM],4%,0%,-0.5%,/,/,25%,0.6,43,
CCOC(=O)C[C@H]1c2cc(C(F)(F)F)ccc2S(=O)(=O)N1Cc1ccccc1,/,1.6%,16%,0%,0.1%,-1.0%,/,11%,0.9,52,
C=CCc1ccc(OCc2ccc(C(=O)OC)o2)c(OC)c1,1%,0.0%,9%,-3%,1.3%,-0.3%,-5%,1%,2.2,43,
CCOC(=O)c1[nH]c2ccc(C)cc2c1N=CN(CC)CC,-6%,1.2%,18%,-3%,5.9%,-1.2%,2%,?,-0.8,52,
Cc1ccc(C(=O)/C=C/c2cc(C#N)n(C)c2C)cc1,19%,0.1%,5%,-11%,4.2%,-0.1%,-5%,9%,6.3,45,
O=C(NCCCN1CCOCC1)C1COc2ccccc2O1 (stereo unspecified),-8%,0.8%,4%,-1%,0.9%,-0.1%,6%,8%,1.5,81,NS5 inhibitors pilot replicate=-2.0
CCOC(=O)[C@@H]1[C@H]2COc3ccc(Br)cc3[C@@H]2N2C(=O)N(c3ccc(Br)cc3)C(=O)[C@@]12C,/,3.1%,8%,-2%,/,/,/,/,4.1,72,
CC(C)(C)NS(=O)(=O)c1ccc(OCC(=O)NCC2CCCO2)cc1 (stereo unspecified),/,1.1%[50 µM],6%,-7%,-0.8%,/,/,4%,-0.2,58,

# Random draw from the library; about 1.6% have a hit in one of these screens.
